# Lipid storage S3: qHTS Assay for Lipid Storage Modulators in Drosophila S3 Cells; Drosophila S3 cells, BODIPY lipid droplet fluorescence, 18-24 h; cells fed with added oleic acid; Potency in µM for hits, for the others lipid storage change, negative = inhibition, % at the top dose, mostly 46.1 µM; 0.64% of 320,000 active; AID 2685, 2010; active means well fitted inhibition curve with a large enough effect in the signal ratio, with a control signal flat, not every such curve was filed as active; inconclusive means small, poorly fitted or top-dose-only effect, or effect the other way, or a change in a side signal; the % refers to the signal ratio
#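 Drosophila S3 cells got compounds at several concentrations plus oleic acid (400 uM solution). Laser-scanning cytometry with 488 nm excitation read lipid droplets at 500-530 nm and cells at 575-640 nm. Percent activity was relative to 20 uM Triacsin C.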
# Lipid storage S3 cell count max: also measured in Lipid storage S3; calls as there; cell number change, %; measured here: cell count max response;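 cells counted by Cell Tracker Red CMTPX staining in the red channel; peak over a dose series mostly up to 46.1 µM; percent activity relative to internal control wells on each plate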
# * marks the source's active call; other numbers are inactive results; i = inactive; ? = inconclusive; · = not tested or not shown; [ ] = remark or other dose. On the % scale 0 is the no-effect control and ±100 the full control effect; potency means the concentration at half of the fitted maximal effect.
molecule	Lipid storage S3 cell count max	Lipid storage S3
CC1C(=O)C(C)(C)C(=O)OC1c1ccccc1 (centres undefined)	-6	-19%
Cc1nc2sccn2c(=O)c1S(=O)(=O)Nc1cccc(Cl)c1C	-5	0%
COC(=O)Nc1ccc(Cn2cc(C(F)(F)F)ccc2=O)cc1	17	-3%
COc1ccc(C(=O)OCC(=O)c2c[nH]c3ccccc23)cc1OC	·	?
Cc1nc(Cl)c(C(=O)NCc2ccccc2)c(C)c1Cl	·	?
O=C(Nc1ccc(Cl)cc1C(=O)N1CCOCC1)c1ccco1	·	?
COc1ccc(-c2cc(C(=O)OCC(=O)NC3CC3)c3ccccc3n2)cc1	·	?
CCNC(=O)COC(=O)/C=C/c1ccccc1[N+](=O)[O-]	3	4%
Cc1ccc(/C=C/S(=O)(=O)Nc2ccc(C)cc2)cc1	-25	5%
S=c1[nH]nc(-c2ccccn2)n1/N=C/c1ccc(-c2ccccc2Br)o1	25	16%
Cc1cccc(-c2nc(C#N)c(NCC3CCCO3)o2)c1 (centres undefined)	·	?
CCc1cccc(C)c1NC(=O)c1cc(-c2ccncc2)nc2ccccc12	·	4%[0.0737 µM]
Cc1c(NC(=O)C(C)N2C(=O)C3CCCCC3C2=O)c(=O)n(-c2ccccc2)n1C (centres undefined)	10	-6%
O=C(CN1C(=O)/C(=C/c2ccccc2)SC1=S)Nc1ncc(Cc2ccccc2)s1	·	?
CC(Cc1ccccc1)C(=O)N[C@@H](CO)Cc1ccccc1 (some centres undefined)	-4	0%
CCN(CC)C(=O)CSc1nnc(CNc2ccc(F)cc2)n1Cc1ccco1	·	?
N#Cc1ccccc1CSc1nc(N2CCCCC2)nc(N2CCCCC2)n1	·	?
O=C1c2cccc3c(Cl)ccc(c23)C(=O)N1O	·	?
Cc1ccccc1NN=Nc1nc2c([nH]1)c(=O)n(C)c(=O)n2C	·	?
COc1ccccc1CNS(=O)(=O)c1c(C)noc1C	-20	-15%
COC(=O)c1c(NC(=O)Nc2ccc(Cl)cc2)sc(C)c1C	·	?
O=C(Nc1cccc(OC(=O)c2cccnc2)c1)c1cccnc1	·	-19%
O=C(NNC(=O)c1ccccn1)c1cccc([N+](=O)[O-])c1	·	?
CC(C)c1nc2sc3c(=S)nc[nH]c3c2c2c1CCC2	·	?
CCN(C(=O)Cc1c(C(=O)O)[nH]c2ccccc12)c1ccc(OC)cc1	·	?
CCCCCCSc1cc(-c2nc3ccc(Cl)cn3c2NCCCC)ccc1OC	·	?
O=Nc1c(O)n(Cc2ccc(Cl)c(Cl)c2)c2ccccc12	·	?
CCCN1C(=O)c2cc(C(=O)Nc3ccc(OC)cc3OC)ccc2C1Nc1ccc(OC)cc1OC (centres undefined)	-1	7%
CCN1CCN(C(=O)Cn2ncc3c([nH]c4ccc(C)cc43)c2=O)CC1	-2	i
COC(=O)c1[nH]c2ccc(Br)cc2c1NC(=O)Oc1ccccc1	18	9%
O=C1CC(N(O)c2ccccc2)C(=O)N1c1cc(Cl)cc(Cl)c1 (centres undefined)	·	?
CC(=O)Nc1nnc(SCc2ccc(C(=O)Nc3ccccc3F)cc2)s1	·	5%
O=C(CN1CCCCC1)Nc1nnc(-c2ccc([N+](=O)[O-])cc2)s1	-24	9%
O=C(CCn1c(=O)c2cccn2c2ccccc21)Nc1ccc(F)cc1	·	?
CN1CCN(c2ccc(NC(=O)c3cc([N+](=O)[O-])ccc3N3CCOCC3)cc2)CC1	·	?
Cc1cc(C)c2c(n1)nn1c(NCCCn3ccnc3)cc(C)nc21	13	i
COCCNCC(=O)N1c2ccccc2Sc2ccccc21	·	?
Cc1c(CCO)sc[n+]1CC(=O)OC12CC3CC(CC(C3)C1)C2	8	17%
COc1ccc(/C=N/Nc2nncc3ccccc23)cc1	0	10%
CCc1ccc2[nH]cc(C(=O)N3CCCCCC3)c(=O)c2c1	·	?
Cc1ccc(S(=O)(=O)NCc2ccc(C(=O)NC3CCCCC3)cc2)cc1	-18	i
COc1ccnc(Nc2cccc(C)c2)c1C#N	·	?
CC(C)(C)N=C(NS(=O)(=O)c1cccs1)c1ccccc1	·	?
CCOC(=O)N1CCN(C(=O)Cn2nc(C)n3nc(-c4ccccc4)cc3c2=O)CC1	·	?
COc1cccc(CN2CCNC(=O)C2CC(=O)N(C)CC2CCOCC2)c1OC (centres undefined)	·	?
COc1ccccc1C(=O)NC(=O)COC(=O)c1ccc([N+](=O)[O-])cc1Cl	-20	-2%
Cc1cc(NC(=O)CCC(=O)NNC(=O)c2ccc(C(C)(C)C)cc2)no1	·	17%
CSc1nnc(CNC(=O)c2ccccc2)n1-c1cccc(C)c1	12	2%
CCC(=O)Oc1ccc2c(C)cc(=O)oc2c1C(=O)c1ccccc1	·	?
Cc1ccc(-n2ncc3c(NNC(=O)c4ccco4)ncnc32)cc1C	-9	-21%
COc1ccccc1/C=C/C=N/NC(=O)CCn1nnc2ccccc21	5	6%
COc1ccc(C)cc1NC(=S)NC12CN3CN(CN(C3)C1)C2	·	17%[9.22 µM]
Cc1nccn1-c1cc(C(C)(C)C)nc2c(-c3ccccc3)cnn12	·	?
COc1ccc(OC)c(NC(=O)C2CCN(c3cc(-c4ccccc4)nc4ncnn34)CC2)c1	·	?
Cc1ccc(C(=O)N(CN2CCCC2=O)c2ccc(F)cc2)cc1	·	?
CC(=O)c1ccccc1OC(=O)COc1ccc(Cl)cc1C	·	?

# A stretch from further up:
molecule	Lipid storage S3 cell count max	Lipid storage S3
Cc1ccc(C(=O)N(CN2CCCC2=O)c2ccc(F)cc2)cc1	·	?
CC(=O)c1ccccc1OC(=O)COc1ccc(Cl)cc1C	·	?

# Additional compounds follow.
molecule	Lipid storage S3 cell count max	Lipid storage S3
CN(C)/C=C/C(=O)c1cnc(-c2ccccc2Cl)s1	-12	-7%[9.22 µM]
Cc1nc(C)c(/C(O)=C/c2nc3ccc([N+](=O)[O-])cc3oc2=O)o1	-9	-18%
CC(C)CN1CCC(=O)N([C@H](CO)c2ccccc2)CC1	·	?
COc1ccc(NC(=O)NS(=O)(=O)c2ccc(C)cc2)cn1	-1	2%
O=C(NC(=S)Nc1cccc(NC(=S)NC(=O)c2ccco2)n1)c1ccco1	·	?
Cc1cc(C)c2nc(C)cc(Nc3ccc(C(=O)N(C)C)cc3)c2c1	11	4%
Cc1ccc(-n2ncc3c(NCc4ccccn4)ncnc32)c(C)c1	·	?
C1=C(CCNc2ncnc3c2[nH]c2ccccc23)CCCC1	·	?
COc1ccccc1/C=C/C=N/NC(=O)c1ccc(=O)n(C)c1	9	29%
N#CCC(=O)Nc1ccc(C(=O)OCC(=O)NC(=O)Cc2ccccc2)cc1	·	?
Cc1ccccc1NC(=S)NC(C)CCc1ccccc1 (centres undefined)	-5	-12%
Cc1ccccc1NC(=S)Nc1cccc2cnccc12	·	?
CCN(C(=O)COC(=O)/C=C/c1ccco1)c1c(N)n(Cc2ccccc2)c(=O)[nH]c1=O	·	?
COC(=O)C(C)NC(=O)C12CC3CC(C1)CC(c1ccc(C)cc1)(C3)C2 (centres undefined)	·	?
COc1cccc2cc(CC(=O)c3ccc(C)c(C)c3)c(=O)oc12	-9	19%
CCN(CC(=O)NC1CCS(=O)(=O)C1)S(=O)(=O)c1cc(Br)ccc1Br (centres undefined)	23	11%
O=C(c1ccccc1F)N1CCN(c2ncccn2)CC1	·	-10%
CCOC(=O)c1cc(C#N)c(Oc2ccccc2)nc1-c1ccccc1	·	33%
C=CCN1C(=O)S/C(=C\c2ccc(N3CCOCC3)cc2C)C1=O	·	?
CCCCCn1c(=O)[nH]c2cc(C(=O)N3CCN(CC)CC3)ccc2c1=O	·	i
Cc1ccc(-c2ccc(/C=N/NC(=S)Nc3ccccc3)o2)cc1[N+](=O)[O-]	·	?
CC(C)=NNc1nc2c(c(=O)[nH]c(=O)n2C)n1CCCc1ccccc1	-4	11%
O=C(Nc1ccccc1Cl)c1ccc2c(=O)n3c(nc2c1)CCC3	·	?
O=C(c1ccccc1)c1ccc(N2CCCC2)cc1	1	20%

# Record cards (already shown).
# CC(C)c1nc2sc3c(=S)nc[nH]c3c2c2c1CCC2 as listed: Lipid storage S3 cell count max: ·; Lipid storage S3: ?
# S=c1[nH]nc(-c2ccccn2)n1/N=C/c1ccc(-c2ccccc2Br)o1 as listed: Lipid storage S3 cell count max: 25; Lipid storage S3: 16%
# Cc1cc(C)c2c(n1)nn1c(NCCCn3ccnc3)cc(C)nc21 as listed: Lipid storage S3 cell count max: 13; Lipid storage S3: i

# (continued)
molecule	Lipid storage S3 cell count max	Lipid storage S3
C/C(=N\NC(N)=O)c1ccccc1Cl	1	15%
COC(=O)c1ccccc1NC(=O)c1cc2nc(C3CC3)cc(C(F)(F)F)n2n1	·	?
C=CCn1c(Cc2csc(N)n2)nnc1SCC(=O)Nc1ccccc1C(F)(F)F	·	?
CC1C=CCC2C(=O)N(c3ccc(Cl)cc3O)C(=O)C12 (centres undefined)	·	?
COc1cc2[nH]c(=O)n(Cc3ccc(C(=O)NCC4CCCO4)cc3)c(=O)c2cc1OC (centres undefined)	12	4%
Cn1c(=O)c2c(nc(CN3CCc4ccccc4C3)n2Cc2ccccc2F)n(C)c1=O	·	?
OCCC1CN(Cc2cnc(-c3cccc4ccccc34)nc2)CCN1C1CCCCC1 (centres undefined)	10	1%
Cc1nc(NC(=O)CN2CCCCC2)sc1C(=O)N(C)C	·	?
COc1cc(/C=N/NC(=O)c2sc(N)c(C#N)c2C)cc(Br)c1O	·	?
Cc1cc(C)cc(OCC(=O)O/N=C(\N)c2cccnc2)c1	·	?
c1cnc(SCCOc2ccc3c(c2)CCC3)nc1	·	?
CN1CCN(NC(=O)c2cccc(F)c2)CC1	0	-1%
Cn1c(=O)c2nc3ccccc3nc2n(C)c1=O	·	?
CC(C)c1nnc(NC(=O)CCC(=O)NCc2ccco2)s1	13	i
O=C(CSc1ncnc2c1cnn2-c1ccc(Cl)cc1)NCc1ccc2c(c1)OCO2	·	?
O=C(CCN1CCOCC1)c1ccc(Br)cc1	·	?

# 2 entries picked at random from the list so far, as already listed:
molecule	Lipid storage S3 cell count max	Lipid storage S3
Cn1c(=O)c2nc3ccccc3nc2n(C)c1=O	·	?
O=C(CSc1ncnc2c1cnn2-c1ccc(Cl)cc1)NCc1ccc2c(c1)OCO2	·	?

# (more compounds)
molecule	Lipid storage S3 cell count max	Lipid storage S3
CN(Cc1ccc(F)cc1)S(=O)(=O)c1nnc(NC(=O)c2ccccc2)s1	3	i
CSc1ccc(S(=O)(=O)Nc2c(C)n(C)n(-c3ccccc3)c2=O)cc1	·	?
O=c1c2ccccc2nc2c3ccccc3c(Cl)nn12	-14	5%
O=C(CSc1nnc2c(n1)[nH]c1ccc(F)cc12)NCc1ccc(F)cc1	·	?
O=[N+]([O-])c1ccc(N/N=C2\CC3CC=CC23)c([N+](=O)[O-])c1 (centres undefined)	·	?
Cc1cc(SCC(=O)OCC(=O)NCC2CCCO2)c(C)cc1Br (centres undefined)	·	?
COc1ccc(C(CNC(=O)Cc2c(F)cccc2Cl)N2CCCCC2)cc1 (centres undefined)	7	0%
Cc1onc(-c2ccccc2)c1C(=O)N/N=C/c1cccc(O)c1	·	?
CC(=O)c1ccc(OCc2cc(C(=O)N3CCCCC3c3cccnc3)no2)cc1 (centres undefined)	·	?
COc1ccc(CCC(=O)OCC(=O)Nc2c(C)n(C)n(-c3ccccc3)c2=O)cc1	-8	8%
CCOC(=O)COc1cccc2c(=O)n(CC(=O)N3CCCc4ccccc43)ccc12	·	?
CN(C)S(=O)(=O)c1cccc(C(=O)OCC(=O)N2CCCC2=O)c1	·	?
COc1ccc2[nH]c3ccc(OC)cc3c2c1	·	?
O=C(c1cc[n+]([O-])cc1)N1CCCC(N2CCN(c3cccc(C(F)(F)F)c3)CC2)C1 (centres undefined)	·	?
COc1ccc(Nc2nc3nonc3nc2N2CCCCC2)cc1	·	?
Cc1ccc(NC(=O)C(C)N2CCCC2)cc1Cl (centres undefined)	9	-8%
COc1cc(C)ccc1OCC(=O)OCC(=O)c1cc(C)n(CC2CCCO2)c1C (centres undefined)	·	?
COc1ccc(CCNC(=O)c2cc(-c3cc(C)ccc3O)n[nH]2)cc1OC	12	-10%
O=C1c2ccccc2C(Nc2ccc(S(=O)(=O)N3CCOCC3)cc2)N1Cc1ccco1 (centres undefined)	6	1%
Cc1csc(NC(=O)Cc2c(F)cccc2Cl)n1	·	?
O=c1[nH]c2ccsc2c(=O)n1-c1ccc(F)cc1	·	?
O=C(c1cc2ccccc2oc1=O)N1CCN(C(=O)C2CCCO2)CC1 (centres undefined)	·	?
COc1ccc(C(=O)NNC(=S)NC(=O)C(C)(C)C)cc1	·	9%
CC1CN(C(=O)COC(=O)[C@@H]2CC(O)CN2S(=O)(=O)c2ccc3c(c2)OCCO3)CC(C)O1 (some centres undefined)	5	5%
O=C(NC(c1ccccc1)c1ccccc1)C1CCCO1 (centres undefined)	0	6%
O=C(CCn1c(=O)sc2ccccc21)Nc1nc2ccccc2s1	·	?
CN(CC(=O)Nc1cccc(F)c1)C(=O)c1cc(S(=O)(=O)N2CCCCC2)ccc1N1CCOCC1	·	?

# This is a subset; the hit share may differ from the screen's.
